PfM18AAP inh = PfM18AAP enzyme inhibition; recombinant PfM18AAP, H-Glu-NHMec fluorogenic cleavage; inhibition, % at 7.35 µM; hit rate 1.2% among 290,000;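 active = inhibition above the campaign mean inhibition over all tested compounds plus 3 SD, cut at about 28% in these data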;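 note: 0% = plate median of test compound wells and 100% = 2 mM ZnCl2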
MEKK3 PB1 HTS = raises or lowers MEK5 binding to the human MEKK3 PB1 domain; Q99759; bead-based flow cytometry, Alexa488-MEK5 binding to MEKK3; actives lie on both sides; 0 = blocked by unlabeled MEK5, 100 = vehicle; binding response (% of control), % at 10 µM; hit rate 1.4% among 290,000; AID 1529;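 active = binding response more than 3 SD above or below the average of its plate-row segment, actives on both sides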;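 note: Alexa488 bead fluorescence after subtracting the streptavidin-only scavenger bead signal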
NALP1 inh = inhibitors of NALP1 inflammasome in yeast; S. cerevisiae NALP1/ASC/caspase-1 growth, X-gal OD620, 72 h; inhibition, % at 10 µM; hit rate 0.61% among 280,000; in the data active = inhibition mostly above about 24%, no sharp cut-off; inactive = mostly below about 32%; note: some compounds called inactive have numbers as strong as hits
IDE cell inh = cellular human IDE inhibition | P14735 | HEK cells, FAbetaB cleavage, fluorescence polarization | inhibition, % at 5.59 µM | hit rate 0.41% among 320,000 | AID 434962;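 active = percent inhibition above the average of all tested compounds plus 3 SD, set per screening campaign, cut at about 16% in these data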;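 note: IDE supplied by intact live HEK cells; FP after avidin binding of uncleaved biotin substrate so inhibition keeps polarization high; 0% = DMSO wells and 100% = 60 µM reference IDE inhibitor Ii1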
Target sequence (P14735 whole entry, looked up): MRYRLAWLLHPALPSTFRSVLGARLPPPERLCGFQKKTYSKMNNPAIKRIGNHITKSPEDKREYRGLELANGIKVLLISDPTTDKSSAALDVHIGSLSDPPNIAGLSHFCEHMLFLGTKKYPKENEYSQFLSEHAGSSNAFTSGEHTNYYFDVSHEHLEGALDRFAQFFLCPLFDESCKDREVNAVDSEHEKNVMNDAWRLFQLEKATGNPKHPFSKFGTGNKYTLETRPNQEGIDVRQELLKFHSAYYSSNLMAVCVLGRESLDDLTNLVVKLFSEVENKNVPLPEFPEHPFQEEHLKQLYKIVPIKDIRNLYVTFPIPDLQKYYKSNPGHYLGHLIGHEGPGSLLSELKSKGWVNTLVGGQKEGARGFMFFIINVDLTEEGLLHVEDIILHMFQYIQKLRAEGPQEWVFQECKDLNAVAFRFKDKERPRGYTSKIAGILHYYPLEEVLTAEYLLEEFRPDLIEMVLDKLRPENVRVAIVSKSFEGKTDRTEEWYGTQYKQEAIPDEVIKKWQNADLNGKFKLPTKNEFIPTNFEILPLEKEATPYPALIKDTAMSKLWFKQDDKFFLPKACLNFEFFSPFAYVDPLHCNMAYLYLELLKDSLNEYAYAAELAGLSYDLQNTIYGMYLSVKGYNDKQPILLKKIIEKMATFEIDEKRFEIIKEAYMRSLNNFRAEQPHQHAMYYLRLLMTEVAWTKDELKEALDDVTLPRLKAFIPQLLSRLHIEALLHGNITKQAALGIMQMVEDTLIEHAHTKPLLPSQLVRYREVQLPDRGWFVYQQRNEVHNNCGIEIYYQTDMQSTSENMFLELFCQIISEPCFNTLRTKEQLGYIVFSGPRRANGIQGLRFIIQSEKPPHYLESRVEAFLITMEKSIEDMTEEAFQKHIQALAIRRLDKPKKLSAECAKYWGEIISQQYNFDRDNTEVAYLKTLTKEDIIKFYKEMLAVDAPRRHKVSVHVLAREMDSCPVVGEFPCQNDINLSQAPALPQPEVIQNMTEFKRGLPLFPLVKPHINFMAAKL
MEKK2 WT-MEK5 = raises or lowers MEK5 binding to wildtype human MEKK2 PB1 domain; Q9Y2U5; bead flow cytometry, Alexa488-MEK5 binding to MEKK2 WT; actives lie on both sides; binding response (% of control), % at 10 µM; hit rate 1.1% among 290,000; in the data active = binding response below about 67% or above about 130%
pCIP destab = p/CIP protein destabilization; Q05BA5; F442A p/CIP-EGFP cells, EGFP fluorescence, 16 h; decrease of EGFP signal, % at 10 µM; hit rate 0.01% among 290,000;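 active = EGFP signal decrease of at least 30% at 10 µM or well 3 SD below plate mean, unless failing retest; inactive = the rest, including hits failing retest or dose response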; note: some compounds called inactive have numbers as strong as hits; many of its hits are not listed in these tables
UBC9 SUMO inh = inhibitors of human SUMOylation (UBC9); P63279; HTRF SUMOylation assay, SAE1/SAE2 + UBC9, in vitro; AID 2006; hit rate 0.36% among 290,000; inhibition, % at 35 µM; in the data active = inhibition above about 50%, passing the limit was not always enough; note: strong numbers were not always called active
IDE cell activ = IDE (human) activation, cell-based | P14735 | activation, % at 5.96 µM | AID 493087 | HEK cells, FAbeta-B cleavage, fluorescence polarization; 0% vehicle, 100% cell-free pure enzyme wells | hit rate 0.073% among 340,000;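 active = activation above the mean of all tested compounds plus 3 SD, set per screening campaign, cut at about 17% in these data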
MEKK2 mut-MEK5 = signal of MEK5 binding to mutant human MEKK2 PB1 domain | AID 1530 | percent response, % at 10 µM | hit rate 0.35% among 290,000 | bead flow cytometry, Alexa488-MEK5 binding to MEKK2 mutant; in the data active = percent response above about 24%, passing the limit was not always enough; note: inactives centre near 1; some results filed as inactive read as strong as hits; reference of the scale not given here
Numbers without * were called inactive; nt = not tested or not shown. These rows are one share of the data. The share of hits here may be higher or lower than overall.

SMILES	PfM18AAP inh	MEKK3 PB1 HTS	NALP1 inh	IDE cell inh	MEKK2 WT-MEK5	pCIP destab	UBC9 SUMO inh	IDE cell activ	MEKK2 mut-MEK5
COc1ccc(S(=O)(=O)N2CCC(C(=O)N3CCCCC3)CC2)cc1OC	-8	130*	14	0	121	-5	17	3	6
CC1=CC(c2ccccc2)=Nc2ccc(C)cc2N1	1	98	22	5	97	-12	9	4	-2
COc1ccc(OC)c(C2C(C(C)=O)=C(O)C(=O)N2CCN2CCOCC2)c1 (stereo not given)	14	97	13	3	91	-4	16	-1	-6
Cn1cc(SCC(=O)Nc2nc3ccccc3s2)c2ccccc21	-8	92	41	-1	99	5	-6	5	-5
Cc1cccc2c(C(=O)N3CCN(C(=O)c4ccco4)CC3)cc(-c3cccc(Br)c3)nc12	-5	81	-13	-1	85	-1	-5	2	-6
COc1ccc(C(C(=O)NCc2ccccc2)N(C(=O)c2snc(C(N)=O)c2N)C2CCCC2)cc1 (stereo not given)	5	105	15	-6	100	7	-2	3	-1
C=C(C)CN(CC)C(=O)CSc1nc2ncc(Cl)cc2[nH]1	-2	nt	9	1	nt	4	6	-4	nt
COC(=O)c1cnn(C(=O)c2cc(OC)ccc2Br)c1N	1	92	6	0	94	-10	6	2	-1
CCCCc1ccc(NC(=O)CSCc2cc(=O)[nH][nH]2)cc1	11	101	7	0	93	4	6	2	-1
O=C(CNCc1ccccc1Cl)Nc1ccccc1N1CCCCC1	0	101	1	0	108	0	-17	6	1
COc1ccc(OC)c(C2C(C(=O)Nc3nc4ccccc4s3)=C(C)NC3=C2C(=O)CCC3)c1 (stereo not given)	-3	100	24	-1	97	-15	-11	6	4
Cc1ccc(S(=O)(=O)N(C)C)cc1NC(=S)Nc1ccc2cn[nH]c2c1	6	100	-4	-1	94	0	9	6	0
O=C(c1cnc2sccn2c1=O)N1CCCc2ccccc21	nt	97	nt	3	101	-1	9	6	1
CCOc1ccc(C(=O)NCCN2CCOCC2)cc1	-14	103	3	1	92	-1	4	2	-10
COc1ccc(-c2cc(C(=O)Nc3c(C)nn(Cc4ccccc4Cl)c3C)no2)cc1OC	-6	88	-11	9	94	2	-8	-1	-2
CC(C)CC(=O)Nc1nnc(S(=O)(=O)N(C)c2ccc(Cl)cc2)s1	3	100	21	1	108	0	0	3	1
O=C(Cn1nc(Cl)nc1Cl)Nc1ccccc1	4	102	13	2	107	7	-9	4	3
COc1ccc(/C=C/C(=O)O)cc1S(=O)(=O)NCc1ccccc1	4	98	15	-1	95	4	10	3	3
CCOC(=O)N1CCN(C(=O)C2c3cc(OC)c(OC)cc3C(=O)N3CCc4ccccc4C23)CC1 (stereo not given)	3	105	6	0	112	-8	-1	-2	10
O=S1(=O)N=CN(Cc2cccc(F)c2)c2ccccc21	-2	101	-8	4	102	9	-20	0	-1
CCC(=O)N1CCc2cc(OC)c(OC)cc2C1COc1ccc(C(=O)OC)cc1 (stereo not given)	-11	98	6	2	103	-6	5	4	2
Cn1c(NC(=O)C2CC2)cc(=O)n(C)c1=O	-2	97	-7	-1	99	-4	-7	-2	7
CN(C)c1ccc(N=C/C=C2/N(C)c3ccccc3C2(C)C)cc1	18	98	54*	nt	79	-15	-4	-8	14
Cc1c(N(C(=O)c2ccccn2)C2(C(=O)NC3CCCC3)CCCCC2)c(=O)n(-c2ccccc2)n1C	-11	87	3	2	89	0	16	-1	-17
CCOc1ccc(CCNC(=O)Cn2nc(C)c3c(C)n(-c4ccccc4)nc3c2=O)cc1	-1	99	2	-8	99	1	17	7	2
Remaining list, next part
SMILES	PfM18AAP inh	MEKK3 PB1 HTS	NALP1 inh	IDE cell inh	MEKK2 WT-MEK5	pCIP destab	UBC9 SUMO inh	IDE cell activ	MEKK2 mut-MEK5
Cc1[nH]c(=O)[nH]c(=O)c1S(=O)(=O)N1CCCC(C(=O)N2CCN(c3cccc(C(F)(F)F)c3)CC2)C1 (stereo not given)	1	103	-1	5	100	4	-5	2	3
COc1cc(NC(=O)C(F)(F)F)cc(OC)c1	-4	100	-14	2	100	-11	1	0	1
Cc1cc(NS(=O)(=O)c2ccc(NC(=O)/C=C/c3c(F)cccc3Cl)cc2)nc(C)n1	-3	97	-18	1	99	-12	15	3	5
CCC1CCCCN1S(=O)(=O)c1ccccc1 (stereo not given)	-3	108	14	4	102	1	-7	4	1
CC1CC(C)CN(C(=O)C2CC(=O)N(c3ccc(F)cc3)C2)C1 (stereo not given)	0	104	-4	3	103	-2	5	-1	-3
COc1ccc(-c2nc3ccccc3o2)cc1OC	-1	104	15	-3	105	-8	-1	0	-2
Cc1nc(N/N=C/c2ccc(O)cc2)c2cnn(-c3ccccc3)c2n1	-4	90	0	6	93	-2	-4	1	-7
CCOC(=O)CN(Cc1sccc1C)C(=O)Nc1ccc(OC)cc1OC	-2	81	28	9	91	5	-21	5	-2
CNCc1cn2cc(Cl)ccc2n1	-5	102	23	-1	111	-13	7	3	9
CC1CCC(N(CCCN)Cc2ccco2)CC1C (stereo not given)	2	103	4	-1	120	-13	5	1	4
CCCc1cc(=O)[nH]c(SCC(=O)N(CC)C2CCS(=O)(=O)C2)n1 (stereo not given)	-3	105	-26	7	104	-13	3	4	6
CCc1ccc(NC(=O)c2cc(C)nn2-c2ccccc2)cc1	3	104	20	3	108	-8	1	-4	5
Cc1cccc(Cc2cnc(N3C(=N)SC(C)C3=O)s2)c1 (stereo not given)	0	92	-10	3	90	10	-114	7	-9
O=c1[nH]c(Cc2ccccc2)nc2c1oc1ccccc12	3	97	12	8	103	-16	29	-4	3
N/C(=N\NC(=O)Nc1ccccc1)c1ccccn1	5	98	nt	4	102	-12	-4	nt	3
Cc1[nH]c2ccccc2c1/C=N/NC(=O)c1cc(-c2cccs2)[nH]n1	7	103	8	-1	104	-33	-7	5	-1
COc1ccc(CNC(=O)C(NC(C)=O)C(=O)Nc2ccc(OC)cc2)cc1 (stereo not given)	-1	nt	3	-2	nt	-8	19	3	nt
CCN(CC)S(=O)(=O)c1cccc(-c2n[nH]c(=S)n2CC(C)C)c1	16	102	7	-7	105	2	6	5	0
CCN(C(=O)COc1ccccc1)C1CCCCC1	3	103	8	5	102	7	-11	9	4
Cc1cc(C)cc(NC(=O)C2CCCN2S(=O)(=O)c2cccc3cccnc23)c1 (stereo not given)	7	98	9	5	96	-13	10	5	2
O=C(CC(=O)Nc1ccc(Cl)c(Cl)c1)N/N=C/c1ccc(O)cc1	-4	91	22	2	85	-10	-15	2	-2
CCOC(=O)c1csc(NC(=O)c2ccc(OCC)cc2)n1	-2	101	-5	5	101	-5	23	4	0
Cc1cc(C)c(S(=O)(=O)N2CCOCC2)c(C)c1N(C)S(=O)(=O)c1ccccc1	1	101	15	3	105	-45	-9	4	6
CC(=O)C1=C(O)C(=O)N(Cc2ccco2)C1c1cccc(F)c1 (stereo not given)	4	129*	-4	1	113	8	10	3	0
NC(=O)CSc1nnc(COc2ccccc2)n1C1CCCCC1	-4	nt	1	nt	nt	-6	8	2	nt
Next section:
SMILES	PfM18AAP inh	MEKK3 PB1 HTS	NALP1 inh	IDE cell inh	MEKK2 WT-MEK5	pCIP destab	UBC9 SUMO inh	IDE cell activ	MEKK2 mut-MEK5
O=c1cc(-c2ccccc2)nc2c(-c3ccccc3)c(C(F)(F)F)[nH]n12	1	93	16	2	93	-2	51*	nt	-10
CC1=C(C(=O)Nc2ccccn2)C(c2ccc(Cl)cc2)NC(=S)N1 (stereo not given)	-5	102	-8	6	96	7	9	-2	2
COc1ccc(OC)c(NC(=O)CCNS(=O)(=O)c2cccc3nonc23)c1	8	104	14	-2	108	2	16	-2	8
COc1ccc(Br)cc1/C=C/C(=O)NC(=S)Nc1ccc(Cl)c(C(=O)O)c1	3	98	3	5	90	-6	38	-5	-6
O=S1(=O)N=C2CCCN2C(c2ccc(F)cc2)N1 (stereo not given)	-5	102	-1	2	103	-20	-4	1	-1
CCOc1cccc2sc(=NC(=O)CCS(=O)(=O)c3ccccc3)n(CC)c12	-8	103	-15	0	101	2	9	0	3
Cc1cc(F)ccc1S(=O)(=O)N1CCCOC1CNC(=O)C(=O)NCc1ccc2c(c1)OCO2 (stereo not given)	5	105	13	-2	113	0	22	1	11
CN(CC(=O)Nc1ccc(Cl)c(Cl)c1)C1CCCCC1	4	99	12	nt	106	5	-18	-2	4
CCCCn1c(=O)nc2n(-c3ccccc3C)c3ccccc3cc-2c1=O	-4	100	26	-2	99	-16	24	-1	0
CC(C)CCNC(=O)C1CCN(C(=O)N(C)C)CC1	-11	100	32	-1	103	4	-14	-1	3
O=C(CSc1nc2ccccc2nc1N1CCOCC1)N1CCN(c2ccccc2)CC1	4	102	1	5	97	-8	0	-8	-4
Cc1cc(NS(=O)(=O)c2ccc(NC(=O)CSc3nc4sc(C(=O)O)c(C)c4c(=O)[nH]3)cc2)no1	5	101	10	0	97	-6	21	6	-2

Compounds shown so far with two or more sulfur atoms:
SMILES	PfM18AAP inh	MEKK3 PB1 HTS	NALP1 inh	IDE cell inh	MEKK2 WT-MEK5	pCIP destab	UBC9 SUMO inh	IDE cell activ	MEKK2 mut-MEK5
Cn1cc(SCC(=O)Nc2nc3ccccc3s2)c2ccccc21	-8	92	41	-1	99	5	-6	5	-5
Cc1ccc(S(=O)(=O)N(C)C)cc1NC(=S)Nc1ccc2cn[nH]c2c1	6	100	-4	-1	94	0	9	6	0
CC(C)CC(=O)Nc1nnc(S(=O)(=O)N(C)c2ccc(Cl)cc2)s1	3	100	21	1	108	0	0	3	1
CCCc1cc(=O)[nH]c(SCC(=O)N(CC)C2CCS(=O)(=O)C2)n1 (stereo not given)	-3	105	-26	7	104	-13	3	4	6
Cc1cccc(Cc2cnc(N3C(=N)SC(C)C3=O)s2)c1 (stereo not given)	0	92	-10	3	90	10	-114	7	-9
CCN(CC)S(=O)(=O)c1cccc(-c2n[nH]c(=S)n2CC(C)C)c1	16	102	7	-7	105	2	6	5	0
Cc1cc(C)c(S(=O)(=O)N2CCOCC2)c(C)c1N(C)S(=O)(=O)c1ccccc1	1	101	15	3	105	-45	-9	4	6
CCOc1cccc2sc(=NC(=O)CCS(=O)(=O)c3ccccc3)n(CC)c12	-8	103	-15	0	101	2	9	0	3
Cc1cc(NS(=O)(=O)c2ccc(NC(=O)CSc3nc4sc(C(=O)O)c(C)c4c(=O)[nH]3)cc2)no1	5	101	10	0	97	-6	21	6	-2

Single records (already shown). Order of values: PfM18AAP inh, MEKK3 PB1 HTS, NALP1 inh, IDE cell inh, MEKK2 WT-MEK5, pCIP destab, UBC9 SUMO inh, IDE cell activ, MEKK2 mut-MEK5
Profile of `CN(CC(=O)Nc1ccc(Cl)c(Cl)c1)C1CCCCC1` = 4, 99, 12, nt, 106, 5, -18, -2, 4
Profile of `O=S1(=O)N=C2CCCN2C(c2ccc(F)cc2)N1` (stereo not given) = -5, 102, -1, 2, 103, -20, -4, 1, -1

High-throughput results: PubChem BioAssay, several laboratories
